Assay outcomes as filed in PubChem BioAssay.
Bcl-B displacement: displacers of TR3 peptide from Bcl-B, primary screen, selectivity assay for Bfl-1 inhibitor project, biochemical, fluorescence polarization; displacement, % at 20 µM, or IC50 in µM where a hit was titrated; FP displacement of FITC-TR3 peptide from Bcl-B; higher % means a stronger effect; 96,000 tested, 0.11% active;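 active = displacement above 50% at 20 µM plus a fluorescence interference ratio under 1.5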;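 also: plate controls were wells without compound for no effect and wells lacking Bcl-B protein for full effect; a part of the inactive calls stands beside numbers as strong as those of hits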
IL1B NFkB inh: blocks IL-1B driven NFkB nuclear translocation in HUVEC cells; 94,000 tested, 0.43% active; AID 796; HUVEC IL-1B NFkB p65 nuclear translocation imaging; inhibition, % at 2 µM;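 active = inhibition above about 30% together with a positive call from visual inspection of the well image, limit read from the data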;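 also: nuclear over cytoplasmic p65 intensity ratio measured by imaging; 0% = IL-1B stimulated DMSO wells and 100% = unstimulated DMSO wells; values of inactives mirror those of a sister screen read the other way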
MRP reversal: compounds reversing MRP-mediated drug resistance; differential viability (reversal), % at 10 µM; 85,000 tested, 0.04% active; H69AR cells + 2 uM doxorubicin, CellTiter-Glo, 72 h;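 active = viability drop by adding the cancer drug above about 55%, with treated viability meeting a 40% cutoff, limit read from the data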;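 also: viability without doxorubicin minus viability with 2 µM doxorubicin for each compound; larger differential means the compound sensitizes cells more to doxorubicin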
PLAP inhibitors HTS: PLAP enzyme inhibitors, biochemical, luminescence, HTS (AID 690) | purified PLAP, luminescent substrate; higher % means a stronger effect | inhibition, % at 20 µM, or IC50 in µM where a hit was titrated | 96,000 tested, 0.08% active; in the data active = a potency from the dose series; inactive = the rest, 99 in 100 with inhibition below about 30%; also: strong numbers were not always called active
NFkB transloc pot: enhances IL-1B driven NFkB nuclear translocation; AID 819; activation, % at 2 µM; HUVEC IL-1B NFkB p65 nuclear translocation imaging; 94,000 tested, 0.3% active;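 active = activation above 40%, about the mean plus 3 SD, also judged a hit on visual image review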;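 also: percent activation is computed from the nuclear over cytoplasmic p65 intensity ratio; values of inactives mirror those of a sister screen read the other way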
MRP reversal cytotoxicity: further read-out of MRP reversal, marked with its call; viability, %; H69AR cells, CellTiter-Glo, 72 h; measured here: cytotoxicity without doxorubicin
MRP reversal with doxorubicin: also measured in MRP reversal; calls as there; viability, %; measured here: viability with 2 uM doxorubicin; active compounds read low
IL1B NFkB inh cell count 2 µM: recorded beside IL1B NFkB inh, whose call it bears; cell count; measured here: cells passing quality filter;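 raw number of nuclei counted in each imaged well without normalization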
NFkB transloc pot cell count 2 µM: also measured in NFkB transloc pot; calls as there; cell count; measured here: cells passing quality filter
The depositor's hits bear a star; / = no result given.

SMILES | Bcl-B displacement | IL1B NFkB inh | IL1B NFkB inh cell count 2 µM | MRP reversal | MRP reversal cytotoxicity | MRP reversal with doxorubicin | PLAP inhibitors HTS | NFkB transloc pot | NFkB transloc pot cell count 2 µM
Cc1[nH]c2ccccc2c(=O)c1CN1CCCCC1 | -10% | -10 | 144 | -7 | 100 | 107 | 0% | 10 | 144
CS(=O)(=O)N(CC(=O)N1CCN(Cc2ccccc2)CC1)c1ccc2c(c1)OCCO2 | 8% | 14 | 53 | 2 | 93 | 91 | -64% | -14 | 53
COc1cccc(N2C(=O)N(c3ccccc3Cl)C3CS(=O)(=O)CC32)c1 (stereo not drawn) | 0% | -14 | 168 | 10 | 94 | 84 | 17% | 14 | 168
Cc1ccc(S(=O)(=O)N2CCN(S(=O)(=O)c3ccc4c(c3)OCCO4)CC2)cc1 | 6% | -24 | 89 | -9 | 77 | 86 | 10% | 24 | 89
O=C(Nc1cnn(Cc2ccc(F)cc2)c1)c1cnccn1 | 12% | -8 | 161 | 7 | 97 | 90 | -12% | 8 | 161
NC(=O)CCNC(=O)c1ccc(Cl)cc1 | -2% | -36 | 135 | / | / | / | 13% | 36 | 135
COCCNC(=O)COc1ccc(Oc2ccccc2)cc1 | 4% | 8 | 169 | -4 | 85 | 89 | 14% | -8 | 169
Cn1ccs/c1=N\S(=O)(=O)c1ccc(C(C)(C)C)cc1 | -6% | 6 | 37 | 12 | 89 | 78 | 4% | -6 | 37
O=C(OCC(=O)N1CCN(c2ccccc2)CC1)c1ccc2ncsc2c1 | -28% | 2 | 151 | 4 | 109 | 106 | -26% | -2 | 151
OCc1ccccc1CNCc1ccccc1 | 4% | -2 | 111 | -6 | 87 | 93 | 6% | 2 | 111
CCOC(=O)C1=C(C)NC(=O)NC1c1ccc(N(C)C)cc1 (stereo not drawn) | -4% | -2 | 159 | 10 | 92 | 82 | -5% | 2 | 159
Cc1ccc(Sc2nc(-c3ccccc3)ccc2C#N)cc1 | -6% | -2 | 147 | / | / | / | 2% | 2 | 147
CCC(C)(C)n1nnnc1C(C(C)C)N1CCSCC1 (stereo not drawn) | 2% | -15 | 78 | 11 | 98 | 87 | 7% | 15 | 78
CC1CCN(CCCn2c(=S)[nH]c3ccc(N4CCOCC4)cc3c2=O)CC1 | -5% | -7 | 129 | -4 | 72 | 76 | -33% | 7 | 129
Cc1ccc(N2CCN(c3cc(C)nc4c5c(C)cc(C)nc5nn34)CC2)cc1 | -20% | / | / | 1 | 87 | 86 | 8% | / | /
COc1ccc(NC(=O)CSc2ccc3c4c(cccc24)C(=O)c2ccccc2-3)cc1 | 17% | 2 | 138 | / | / | / | 11% | -2 | 138
O=C(c1cccs1)N1CCN(CCCc2ccccc2)CC1 | 2% | -1 | 123 | / | / | / | 0% | 1 | 123
CC1=C(C(=O)OC(C)C)C(C2CC=CCC2)NC(=O)N1 (stereo not drawn) | 0% | 1 | 179 | 8 | 100 | 93 | 7% | -1 | 179
O=c1cc(N2CCCCC2)c(-c2ccccc2)nn1Cc1ccccc1Cl | 3% | -2 | 159 | / | / | / | -24% | 2 | 159
COc1ccc(Cn2nnnc2CN(Cc2cc3ccc(C)cc3[nH]c2=O)C2CCCC2)cc1 | -7% | 6 | 153 | 16 | 63 | 48 | 9% | -5 | 153
O=C(NC1CCCCC1)C(c1cccs1)N(Cc1cccs1)C(=O)c1ccco1 (stereo not drawn) | -14% | -2 | 132 | 13 | 88 | 75 | -8% | 2 | 132
CCN=C(Nc1ccc2c(c1)OCO2)SC1CC(=O)N(c2ccc(OC)cc2)C1=O (stereo not drawn) | / | -16 | 152 | 17 | 85 | 69 | / | 16 | 152
Cc1cc(C(=O)Nc2ccc(N3CCOCC3)cc2)c2ccccc2n1 | -20% | -10 | 127 | 7 | 91 | 84 | 7% | 10 | 127
CC1CN(C(=O)c2nn(C)cc2[N+](=O)[O-])CC(C)O1 (stereo not drawn) | 2% | -2 | 89 | / | / | / | 8% | 3 | 89
Cc1ccc(-c2noc(C3CCN(S(C)(=O)=O)CC3)n2)o1 | -4% | -27 | 121 | -1 | 90 | 91 | -11% | 27 | 121
CCCOc1ccc(C2c3c(oc4ccccc4c3=O)C(=O)N2CCN(CC)CC)cc1OC (stereo not drawn) | 1% | 3 | 77 | / | / | / | -58% | -1 | 77
O=C(CN1C(=O)C2(OCCO2)c2ccccc21)c1ccc(F)cc1 | 1% | -18 | 119 | 16 | 97 | 81 | 18% | 18 | 119
O=C(C1CCN(S(=O)(=O)Cc2ccccc2)CC1)N1CCN(c2ncccn2)CC1 | -9% | -10 | 174 | 7 | 93 | 86 | 8% | 10 | 174
O=C(O)CCC1(C(=O)O)OCCc2ccccc21 (stereo not drawn) | -1% | -19 | 89 | 10 | 94 | 84 | -10% | 19 | 89
Cc1ccc2ncc([N+](=O)[O-])n2c1 | 8% | -10 | 112 | / | / | / | -8% | 10 | 112
COc1ccc(-c2cc(C(=O)Nc3ccccc3SC)no2)cc1OC | 12% | -6 | 202 | / | / | / | -9% | 7 | 202
O=C1c2ccccc2C(Nc2ccc(S(=O)(=O)N3CCCCC3)cc2)N1c1ccccn1 (stereo not drawn) | / | 26 | 79 | / | / | / | / | -26 | 79
COC(=O)c1sccc1NC(=O)Cn1cnc2c1c(=O)n(C)c(=O)n2C | -18% | -24 | 137 | -12 | 81 | 93 | 14% | 24 | 137
Nc1ccc(C(=O)Nc2nc3ccccc3s2)cc1 | 1% | -9 | 60 | 3 | 70 | 67 | 13% | 9 | 60
O=C(COC(=O)c1ccccc1OCc1ccc(Cl)cc1)NC1CC1 | -2% | 10 | 163 | 20 | 107 | 87 | 6% | -10 | 163
CCC(C)[C@H](NC(=O)Nc1ccc(C(C)=O)cc1)C(=O)OC (stereo partly drawn) | 2% | -4 | 139 | -1 | 99 | 100 | -3% | 4 | 139
CCn1c(SCc2nc(-c3ccccc3)no2)nnc1-c1cccs1 | 8% | 5 | 50 | 17 | 83 | 67 | 17% | -5 | 50
CC(C)OCCCNC(=O)c1cc2c(=O)n(C)c3ccccc3c2n1C | -4% | -2 | 166 | 9 | 68 | 59 | -65% | 2 | 166
Cc1ccc(NC(=O)c2cccc(N3C(=O)CCC3=O)c2)nc1 | 4% | -18 | 154 | -5 | 89 | 95 | -14% | 18 | 154
O=C1CSC2(CCCCC2)N1CCO | -9% | 4 | 121 | 8 | 91 | 83 | 23% | -4 | 121
COC(=O)c1ccc(NC2=CC(=O)CC(C)(C)C2)cc1 | -12% | 0 | 87 | 0 | 91 | 90 | -8% | 0 | 87
COC(=O)c1cccc(Oc2nc3c(c(=O)n(C)c(=O)n3C)n2C(C)C)c1 | 2% | -1 | 170 | / | / | / | -4% | 1 | 170
CC(=O)NC1=NN(C(C)=O)C2(S1)C(=O)N(C(C)C)c1ccc(C)cc12 (stereo not drawn) | 3% | -3 | 136 | / | / | / | -10% | 3 | 136
c1coc(-c2nn3c(Cn4nnc5ccccc54)nnc3s2)c1 | 7% | -2 | 196 | / | / | / | 7% | 2 | 196
CCC(C)C(=O)Nc1c2c(nc3c1CCC3)CCCC2 (stereo not drawn) | -4% | -2 | 151 | 1 | 82 | 81 | -21% | 3 | 151
O=C(COC(=O)c1ccc[nH]c1=O)c1ccc(Cl)s1 | -6% | 0 | 118 | 13 | 92 | 79 | 14% | 0 | 118
CC(=O)Oc1cc(OC(C)=O)c2c(C)cc(=O)oc2c1 | 8% | -21 | 139 | 5 | 88 | 83 | -18% | 21 | 139
Cc1ccccc1C(=O)NCCN=C1NS(=O)(=O)c2ccccc21 | 1% | -3 | 183 | 2 | 91 | 89 | 20% | 3 | 183
CCCN1CCN(C(=O)Cn2ncc3ccccc32)CC1 | 18% | / | / | 11 | 100 | 89 | -14% | / | /
CCS(=O)(=O)c1ccc(-c2csc(-c3ccccc3Cl)n2)c(Cl)c1Cl | 20% | -8 | 179 | / | / | / | -4% | 8 | 179
Later entries:
SMILES | Bcl-B displacement | IL1B NFkB inh | IL1B NFkB inh cell count 2 µM | MRP reversal | MRP reversal cytotoxicity | MRP reversal with doxorubicin | PLAP inhibitors HTS | NFkB transloc pot | NFkB transloc pot cell count 2 µM
CSc1nc(Cl)c(C#N)c(-c2ccc(C)cc2)n1 | 10% | -12 | 204 | / | / | / | -6% | 12 | 204
Cc1ccc(CNC(=O)CCS(=O)(=O)c2cccc3nonc23)cc1 | -7% | / | / | -4 | 96 | 100 | 10% | / | /
Cc1nn(Cc2ccccc2)c(C)c1NC(=O)CSc1nnc(-c2cc(Cl)ccc2O)n1C | -6% | -12 | 138 | -18 | 50 | 68 | -67% | 12 | 138
CC12CCC(=O)N1C(C(=O)OCC(=O)Nc1sccc1C#N)CS2 (stereo not drawn) | 16% | -4 | 134 | 3 | 94 | 91 | -38% | 4 | 134
CCOC(=O)N1CCC(NC(=O)CS(=O)(=O)Cc2nc(-c3cccc(OC)c3)oc2C)CC1 | 1% | -2 | 134 | 8 | 96 | 88 | -48% | 2 | 134
CS(=O)(=O)N(CC(=O)N1CCc2ccccc2C1)Cc1ccc(Cl)cc1 | -3% | 4 | 169 | 1 | 85 | 84 | -74% | -4 | 169
CCN1CCN(/C=N/c2nc3c(s2)CCCC3)CC1 | 0% | 3 | 89 | -6 | 97 | 103 | -8% | -3 | 89
Cc1nc2ccc(NC(=O)N3CCSCC3)cc2s1 | 6% | 7 | 55 | 11 | 99 | 87 | 28% | -7 | 55
CCN1C(=O)CSc2ccc(C(=O)NCc3ccccc3OC)cc21 | 6% | -5 | 152 | 3 | 87 | 83 | 8% | 5 | 152
CCCCc1nc(NCCN2CCOCC2)c(C#N)c2c1COC(C)(C)C2 | -6% | 1 | 130 | 7 | 83 | 76 | -58% | -1 | 130
Cc1ccc(N=C2NC(=O)CS2)cc1 | -11% | -12 | 140 | -9 | 97 | 106 | 4% | 12 | 140
Cc1cc2cc(CNC(=O)c3ccc(S(=O)(=O)N4CCCC4)cc3)ccc2n1C | 9% | 11 | 177 | -3 | 90 | 93 | -18% | -11 | 177
CC(Sc1nnnn1C)C(=O)Nc1ccccc1-c1ccccc1 (stereo not drawn) | 0% | / | / | 9 | 105 | 96 | 12% | / | /
N#Cc1c(SCC(=O)N2CCOCC2)nsc1SCC(=O)N1CCOCC1 | -2% | -9 | 153 | -4 | 83 | 87 | -1% | 9 | 153
N/C(=N\S(=O)(=O)c1cccs1)c1ccccc1 | 2% | -7 | 112 | -6 | 96 | 102 | 14% | 7 | 112
Cc1nn(C(=O)c2c([N+](=O)[O-])cnn2C)c(C)c1Cl | / | -31 | 125 | 5 | 99 | 94 | / | 31 | 125
COc1ccc2c3c(cccc13)OCC2=O | 68% | -1 | 174 | -7 | 85 | 92 | -15% | 1 | 174
COc1cccc(NC(=O)c2cn(C)c(=O)c3cc(OC)c(OC)cc23)c1 | -6% | -27 | 49 | -13 | 58 | 71 | -30% | 30 | 49
CCOC(=S)NC(=O)c1sc2ccccc2c1Cl | 3% | 6 | 128 | / | / | / | -2% | -6 | 128

Looked up by compound from the list above (two):
SMILES | Bcl-B displacement | IL1B NFkB inh | IL1B NFkB inh cell count 2 µM | MRP reversal | MRP reversal cytotoxicity | MRP reversal with doxorubicin | PLAP inhibitors HTS | NFkB transloc pot | NFkB transloc pot cell count 2 µM
O=C(c1cccs1)N1CCN(CCCc2ccccc2)CC1 | 2% | -1 | 123 | / | / | / | 0% | 1 | 123
O=C(OCC(=O)N1CCN(c2ccccc2)CC1)c1ccc2ncsc2c1 | -28% | 2 | 151 | 4 | 109 | 106 | -26% | -2 | 151

Record cards, as listed above. Values in the order: Bcl-B displacement, IL1B NFkB inh, IL1B NFkB inh cell count 2 µM, MRP reversal, MRP reversal cytotoxicity, MRP reversal with doxorubicin, PLAP inhibitors HTS, NFkB transloc pot, NFkB transloc pot cell count 2 µM
CC1CCN(CCCn2c(=S)[nH]c3ccc(N4CCOCC4)cc3c2=O)CC1 in the list: -5%, -7, 129, -4, 72, 76, -33%, 7, 129
COc1ccc(Cn2nnnc2CN(Cc2cc3ccc(C)cc3[nH]c2=O)C2CCCC2)cc1 in the list: -7%, 6, 153, 16, 63, 48, 9%, -5, 153

The list is partial. The share of hits here may be higher or lower than overall.
